PTHR1 ag = qHTS for PTHR1 Agonists: Primary Screen; AID 743266, 2014; HEK293 GP2 PTHR1 cells, GloSensor cAMP luminescence, 1 h; actives 0.075% (n = 410,000); Potency, µM (series often up to 115 µM), inactives show at the top dose activation, hits mostly activators; further: potency means the concentration at half of the fitted maximal effect; nearly all actives have a fitted effect of over 55% in size; some results filed as inactive show a strong effect at the top dose; inactives centre near -15; many of its hits are not listed in these tables
Target sequence (Q03431 whole entry, looked up): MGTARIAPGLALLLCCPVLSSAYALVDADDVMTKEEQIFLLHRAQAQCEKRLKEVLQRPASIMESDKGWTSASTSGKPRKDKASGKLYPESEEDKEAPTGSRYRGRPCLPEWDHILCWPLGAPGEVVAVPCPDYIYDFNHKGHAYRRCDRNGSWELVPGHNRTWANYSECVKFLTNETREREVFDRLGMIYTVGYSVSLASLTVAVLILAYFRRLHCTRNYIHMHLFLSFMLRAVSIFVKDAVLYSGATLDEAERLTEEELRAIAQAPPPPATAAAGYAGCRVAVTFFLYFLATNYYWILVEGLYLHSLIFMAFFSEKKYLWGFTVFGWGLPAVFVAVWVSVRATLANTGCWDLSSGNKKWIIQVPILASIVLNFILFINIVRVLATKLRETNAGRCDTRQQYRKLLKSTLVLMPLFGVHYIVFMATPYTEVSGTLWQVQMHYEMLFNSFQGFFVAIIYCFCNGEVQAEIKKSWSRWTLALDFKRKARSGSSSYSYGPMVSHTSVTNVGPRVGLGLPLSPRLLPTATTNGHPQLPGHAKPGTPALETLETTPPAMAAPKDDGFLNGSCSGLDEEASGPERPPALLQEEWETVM
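HEK-293-derived GP2 cells expressing PTHR1 and a GloSensor cAMP reporter, 3,000/well, plated overnight, given luciferin plus IBMX (each 0.5 mM as added) for 1 h at 37 °C, then compound for 1 h at 37 °C. Luminescence was read after 15 min at room temperature.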
DRD3 antagonist = qHTS of D3 Dopamine Receptor Antagonist: qHTS | D3R cells, DiscoveRx beta-arrestin luminescence, antagonist mode; active compounds read low | max response, negative = inhibition, % | actives 2.5% (n = 360,000) | AID 652054, 2013; in the data active means max response below about -50%; inconclusive means no clear call, values can overlap the other calls; further: on the % scale 0 is the no-effect control and ±100 the full control effect; mostly tested at two doses, the higher about 12 µM
Target sequence (P35462 whole entry, looked up): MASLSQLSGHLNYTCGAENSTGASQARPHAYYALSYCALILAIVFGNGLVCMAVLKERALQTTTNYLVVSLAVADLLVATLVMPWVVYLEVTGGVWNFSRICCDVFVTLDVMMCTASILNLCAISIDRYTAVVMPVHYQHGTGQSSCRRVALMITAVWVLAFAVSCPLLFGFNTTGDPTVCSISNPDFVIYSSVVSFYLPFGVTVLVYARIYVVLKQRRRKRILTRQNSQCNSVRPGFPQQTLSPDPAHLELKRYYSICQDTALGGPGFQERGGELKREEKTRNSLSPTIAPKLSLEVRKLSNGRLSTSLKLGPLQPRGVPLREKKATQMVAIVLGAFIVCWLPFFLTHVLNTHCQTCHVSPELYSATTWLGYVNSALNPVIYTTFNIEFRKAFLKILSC
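Cells expressing the human receptor were seeded at 1500 cells/well, incubated overnight at 37 degrees C in 5% CO2, then exposed to library compounds with dopamine controls for 90 minutes at 37 degrees C before luminescent detection.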
HEK293 tox = qHTS of GLP-1 Receptor Inverse Agonists: Cytotox Screen. HEK293 cAMP-luciferase reporter cells, luminescence, 24 h. Potency, µM (top dose mostly 38.3 µM), inactives show at the highest dose activity change, negative = inhibition, hits mostly inhibitors. actives 0.13% (n = 410,000). AID 624418, 2012;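 further: loss of luciferase light is scored as toxicity; potency means the concentration at half of the fitted maximal effect; on the % scale 0 is the no-effect control and ±100 the full control effect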
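Step one: seed cells (200 cells/uL, DMEM with 10% Nu serum, 1% pen-strep). Step two: 12-hour incubation at 37 deg C. Step three: pin 23 nL compound, incubate 24 hr. Step four: add luciferase reagent, read luminescence 12 min later.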
GLP1R inv ag = qHTS of GLP-1 Receptor Inverse Agonists (Inhibition Mode) | Glucagon-like peptide 1 receptor (Homo sapiens), P43220 | HEK293 GLP-1R CRE-luciferase, luminescence, 24 h; GLP-1R form is constitutively active | Potency, µM (doses to about 38.3 µM), for the others: at the top dose activity change, negative = inhibition, usual class: inhibitors | actives 1.6% (n = 410,000) | AID 624417, 2012; further: potency means the concentration at half of the fitted maximal effect; on the % scale 0 is the no-effect control and ±100 the full control effect; nearly all actives have a fitted effect of over 55% in size
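Stable HEK293 clone (constitutively active GLP-1R + cAMP-response luciferase); 200 cells/uL plated, 12 h pre-culture, compound 24 hr, 37 deg C/5% CO2; detection reagent 12 min RT; luminescence.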
KB-V1 cytotox = qHTS assay for MDR1-selective chemotherapeutics: Primary screen using the drug-selected MDR subline cells KB-V1 | AID 1347076, 2019 | actives 3.4% (n = 400,000) | Potency, µM (titrated, usually from 46.1 µM), inactives show at the highest dose activity change, negative = cytotoxicity, actives largely listed as cytotoxic | KB-V1 MDR cells viability, CellTiter-Glo, 72 h; further: potency means the concentration at half of the fitted maximal effect; on the % scale 0 is the no-effect control and ±100 the full control effect; nearly all actives have a fitted effect of over 60% in size
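Readout: CellTiter-Glo luminescence, 10 min after addition. Cells: KB-V1 MDR subline, 72 h at 37 degrees C with compound. Analysis: corrected, normalized data fitted to concentration-effect curves.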
aSyn rescue = qHTS of alpha-syn Inhibitors. Yeast expressing alpha-synuclein, growth rescue, BacTiter-Glo, 24 h. Potency, µM (titrated, usually from 46.1 µM), for inactives: top-dose growth rescue (activation), actives largely listed as activators. actives 0.14% (n = 370,000); further: potency means the concentration at half of the fitted maximal effect; % of control where 0% means no effect; nearly all actives have a fitted effect of over 65% in size
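Screening used galactose-induced yeast with toxic alpha-synuclein levels, exposed to compound for 24 hr at 30 deg C. Cell growth, read with BacTiter-Glo luminescence, gave the measured signal.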
TDP43 rescue = qHTS of TDP-43 Inhibitors; TDP-43 expressing yeast growth rescue, BacTiter-Glo, 24 h; Potency, µM (doses to about 46.1 µM), without a hit: at the highest dose growth rescue (activation), actives largely listed as activators; actives 1.8% (n = 410,000); AID 652104, 2013; further: potency means the concentration at half of the fitted maximal effect; % of control where 0% means no effect; nearly all actives have a fitted effect of over 50% in size
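Yeast cells expressing TDP-43 under galactose induction are exposed to compounds for 24 hr at 30 deg C. BacTiter-Glo luminescence measures growth, so protective compounds score as activators.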
DRD3 agonist = qHTS of D3 Dopamine Receptor Agonist: qHTS | D(3) dopamine receptor (Homo sapiens), P35462 | D3R DiscoveRx beta-arrestin cells, luminescence, 90 min | max activation, % | actives 0.58% (n = 410,000); in the data active means max activation above about 30%; further: 0% is about no effect; mostly tested at two doses, the higher about 12 µM
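Agonist-mode cell screen: cells plated at 1500/well and incubated overnight at 37 °C, then exposed to library compounds for 90 min at 37 °C. Detection reagent was added for 30–60 min at room temperature, and luminescence was read.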
GLP-1R agonist = qHTS of GLP-1 Receptor Agonists | Glucagon-like peptide 1 receptor (Homo sapiens), P43220 | Potency, µM (top dose mostly 45.6 µM), for the others: top-dose activation, actives largely listed as activators | actives 0.007% (n = 380,000) | AID 624172, 2012 | HEK293 GLP-1R CRE-luciferase, luminescence, 4-6 h; cells express a hypersensitive GLP-1R form; further: potency means the concentration at half of the fitted maximal effect; % of control where 0% means no effect
* = called active by the depositor; i = inactive; ? = inconclusive; . = no result given; [ ] = another dose, or the depositor's remark. Unless noted, the call rests on the fitted dose curve; in most records, active means well fitted curve in the direction sought with a large enough effect; inconclusive means small, poorly fitted or top-dose-only effect, or another doubt; inactive means no such curve, though single readings can be large; an effect the other way counts as inactive or inconclusive. Not all compounds are listed; the hit share may differ from the screen's.

SMILES	PTHR1 ag	DRD3 antagonist	HEK293 tox	GLP1R inv ag	KB-V1 cytotox	aSyn rescue	TDP43 rescue	DRD3 agonist	GLP-1R agonist
Cc1cc(C)cc(NC(=S)NC2CC3CCCC(C2)N3C2CCCC2)c1 (stereo not given)	-22%	-6	-20%	?	17%	-16%	25%	-13	10%
Cc1ccc(NS(=O)(=O)c2ccc3c(c2)CC(C)N3C(=O)C2CCC2)cc1Cl (stereo not given)	-94%[inhibitor]	.	-1%	?	0%	.	-9%	-6	.
O=C(c1cccn2c(=O)c3cc(Cl)ccc3nc12)N1CCN(Cc2ccc3c(c2)OCO3)CC1	i	-29	2%	-1%	-26%	8%	-20%	-28	-11%
CCOCCc1nnc(NC(=O)C2CC(=O)N(c3ccc(OCC)cc3)C2)s1 (stereo not given)	i	-3	-8%	13%	-10%	-13%	-9%	1	4%
COC(=O)c1c(NC(=O)c2ccn(C)n2)sc2c1CCC2	i	9	?	16%	13%	0%	16%	4	-1%
O=S1(=O)C[C@@H](N2CCN(CC3CC3)CC2)[C@H](COCc2ccccc2)N1	-27%	-6	2%	4%	0%	-2%	15%	-2	11%
CCOC(=O)c1c(C)c(C(=O)NCc2ccccn2)c(C)n1C	4%[57.5 µM]	-15	16%	-9%	2%	-1%	0%	4	7%
Cc1ccc(S(=O)(=O)N2CCCCC2C(=O)O)s1 (stereo not given)	12%	-16	12%	-18%	-19%	-9%	-33%[inhibitor]	-3	2%
COc1ccc(NS(=O)(=O)c2cc([N+](=O)[O-])ccc2NN=Cc2ccccc2OCC(=O)O)cc1	?	?	-12%	10%	-11%	-5%	-30%	-7	-2%
CCOC(=O)c1[nH]c(C)c(/C(O)=C2\C(=O)C(=O)N(CCCN(CC)CC)C2c2cccnc2)c1C (stereo not given)	i	-1	-13%	1%	20%	0%	2%	2	-5%
Cc1[nH]c(C)c(S(=O)(=O)NCC(C)c2ccccc2)c1C(=O)N1CCCCC1 (stereo not given)	22%	-9	-7%	-12%	2%	0%	0%	-18	3%
CC(=O)C1=C(NC(=O)c2ccc(C(F)(F)F)cc2)C[C@@H]2[C@H]1C2(C)C	-18%	7	13%	1%	-14%	-1%	-12%	0	1%
Cc1ccc(-c2nc3cc(C(C)C)ccc3o2)cc1NC(=O)c1cc2ccccc2o1	i	.	0%	-13%	9%	.	6%	-3	.
COc1ccc(C(CNC(=O)C2CC(=O)N(Cc3ccc(C)cc3)C2)N(C)C)cc1 (stereo not given)	i	-13	0%	27%	-2%	-5%	18%	-3	-2%
c1ccc(CCNc2ncnc3c2cnn3-c2ccccc2)cc1	-56%[inhibitor][57.5 µM]	23	?	?	0%	-18%	16µM*	-2	12%
Cc1cc2[nH]ncc2cc1NC(=S)NC(=O)c1ccccc1	0%	-54*	1%	0%	-29%	-7%	-3%	-1	16%
CCCCC(=O)NC1(C(F)(F)F)C(=O)N(CC(C)C)C2=C1C(=O)CC(C)(C)C2 (stereo not given)	?	-15	4%	-1%	-11%	0%	-14%	1	-6%
N#Cc1c(N2CCCC2)ccc(Br)c1Cl	-12%	19	-2%	-2%	-1%	17%	0%	-6	15%
COc1ccc(N2CCN(C(=O)c3nn(C)c4c3CSc3ccccc3-4)CC2)cc1	-92%[inhibitor]	.	6%	?	.	.	13µM*	4	.
CC(O)(c1ccc(F)c(F)c1)c1nc(-c2cc3ccccc3o2)cs1 (stereo not given)	-34%[inhibitor]	-22	-26%	?	5%	-54%[inhibitor]	-91%[inhibitor]	-6	-2%
O=C1OC(c2ccccc2)Cc2cc(C(=O)N3CCN(c4ccc(F)cc4)CC3)ccc21 (stereo not given)	-21%	-17	-15%	?	?	3%	0%	-8	0%
CSc1sc2ccccc2[n+]1CCCS(=O)(=O)[O-]	-6%[57.5 µM]	53	-2%	-7%	-2%	7%	-12%	-3	-2%
CCNC(=O)c1cc2c(c(-c3cccc(-c4cccc(C(=O)N(C)C)c4)c3)n1)[C@H](CCO)N(S(=O)C(C)(C)C)C2 (stereo not given in full)	?	0	5%	49%[activator]	4%	10%	-5%	1	17%
COc1ccc(NC(=O)COC(=O)Cc2c[nH]c3ccccc23)cc1OC	i	7	-9%[0.307 µM]	6%[0.307 µM]	1%	-4%	8%	3	-1%
Cc1nc2ccc(S(=O)(=O)N3CCCCC3)cc2s1	-6%	-3	-1%	-22%	?	-5%	-9%	-3	19%
CC1(C)C(=O)C2(CCCCC2)C(=O)OC1c1cccn1-c1ccc([N+](=O)[O-])cc1 (stereo not given)	-14%	3	-10%	15%	16%	-15%	-2%	2	3%
COc1ccc(C(=O)Nc2cccc(C(=O)OCc3cc(=O)n4nc(C5CC5)sc4n3)c2)cc1	i	.	5%	6%	?	.	24%	6	.
O=C(CN1CCOCC1)Nc1c2c(nc3ccccc13)N(Cc1ccccc1)CC2	i	14	-19%	-33%	-14%	-6%	-15%	-21	10%
Cc1ccc(C)c(Cn2c(C)nc3c(sc(=S)n3-c3ccccc3)c2=O)c1	i	11	9%	13%	2%	0%	-21%	3	0%
NC(=O)c1ccc(NC(=O)C#Cc2ccccc2)cc1	-6%	2	?	?	-9%	0%	8%	8	-6%
Cc1ccc2oc(-c3cc(NC(=O)c4ncn[nH]4)ccc3O)nc2c1	i	2	-6%	19%	0%	1%	-20%	0	9%
COc1cc([N+](=O)[O-])ccc1NC(=O)C[n+]1cccc(C(C)=O)c1	-12%	-10	-3%	-1%	8%	-3%	10%	-3	0%
CCc1cccc(CC)c1NC(=O)COC(=O)C1(C)CC1(Cl)Cl (stereo not given)	-90%[inhibitor]	5	1%	?	?	1%	27%	-4	-2%
Cc1ccc(NC(=O)N2CCCC2C(=O)NCc2ccc(Cl)cc2)cc1 (stereo not given)	-49%[inhibitor]	-8	-6%	-17%	?	-7%	-13%	-3	-7%
COc1cccc(OCCn2cc(/C=N/NC(=O)c3ccncc3)c3ccccc32)c1	-47%[inhibitor]	8	-17%	-26%	?	6%	?	2	-26%
Cc1ccc(C2C3=C(CCCC3=O)Nc3[nH]c(=S)[nH]c(=O)c32)cc1 (stereo not given)	i	?	-1%	0%	-13%	-1%	7%	-46	-12%
Cc1ccc(-c2nc3ccc(Br)cn3c2Cc2ccsc2)cc1	-81%[inhibitor]	10	1%	3%	0%	1%	10%	1	-3%
COc1cccc(CNC(=O)N[C@@H](CC(C)C)C(=O)O)c1	i	30	-1%	16%	21%	-9%	3%	3	-3%
Cc1noc(/C=C/N(C)C)c1S(=O)(=O)N1CCCC(C(=O)Nc2ccc3c(c2)OCO3)C1 (stereo not given)	-4%	0	-15%	7%	-2%	0%	2%	13	-3%
CC(C)N=C(Nc1cccnc1)c1ccccc1	i	4	3%	3%	0%	1%	-3%	1	5%
Cc1ccn2c(Nc3ccc4c(c3)OCO4)c(-c3ccco3)nc2c1	-28%	.	-8%	9%	2%	.	0%	0	.
Cc1ccc(NC(=O)C(C)N2C(=O)C3C4CC(C(Br)C4Br)C3C2=O)cc1 (stereo not given)	-60%[inhibitor]	-3	11%	0%	5%	10%	22%	0	-2%
O=C(O)c1cccc2cccnc12	i	-3	0%	10%	3%	-8%	-2%	-3	-24%
CC[C@@]12C(=O)N(c3cccc(Br)c3)C(=O)N1[C@H](c1ccc(F)cc1)[C@@H]1C(=O)N(C3CCCCC3)C(=O)[C@@H]12	-11%	38	-31%	8.9µM*	-13%	?	0%	-21	-3%
O=C(Nc1ccccc1)OCc1cnc(Cl)s1	-19%	5	16%	5%	?	?	-9%[1.82 µM]	3	17%
COc1ccccc1OCC(=O)NCCC1=CCCCC1	i	6	0%	18%	3%	8%	?	-2	2%
CCOc1ccc(N2CC(C(=O)NCCN3C(=O)S/C(=C\c4ccc(OC)c(OC)c4)C3=O)CC2=O)cc1 (stereo not given)	-19%	17	7%	21%	16%	-6%	10%	2	3%
CCc1c(-c2ccccc2)nc2nc(C)c(C)nn12	12%	22	.	-1%	-10%	0%	3%	0	13%
Cc1ccc(C=Cc2ccccn2)cc1	-42%[inhibitor]	-4	1%	-8%	18%	-8%	14%	6	-4%
COc1ccc(-c2nnc(SC(C)C(=O)NNC(=O)c3ccc(C)cc3)o2)cc1 (stereo not given)	i	-12	0%	22%	-15%	4%	8%	2	-5%
O=C(COC(=O)Cc1cccc(C(F)(F)F)c1)Nc1ccccc1	-15%	9	-8%	9%	0%	-4%	23%	4	0%
CCCc1nn(C)c2c(=O)[nH]c(-c3ccccc3OCC)nc12	i	9	-1%[1.53 µM]	8%	7%	0%	8%	9	-11%

Among those listed so far, these contain a furan ring, fused or not.
SMILES	PTHR1 ag	DRD3 antagonist	HEK293 tox	GLP1R inv ag	KB-V1 cytotox	aSyn rescue	TDP43 rescue	DRD3 agonist	GLP-1R agonist
Cc1ccc(-c2nc3cc(C(C)C)ccc3o2)cc1NC(=O)c1cc2ccccc2o1	i	.	0%	-13%	9%	.	6%	-3	.
CC(O)(c1ccc(F)c(F)c1)c1nc(-c2cc3ccccc3o2)cs1 (stereo not given)	-34%[inhibitor]	-22	-26%	?	5%	-54%[inhibitor]	-91%[inhibitor]	-6	-2%
Cc1ccn2c(Nc3ccc4c(c3)OCO4)c(-c3ccco3)nc2c1	-28%	.	-8%	9%	2%	.	0%	0	.

Screening results: PubChem BioAssay, National Center for Advancing Translational Sciences (NCATS)
